# TrxR1 substrate = is turned over as a substrate by rat TrxR1; AID 588456; actives 0.01% (n = 390,000); purified TrxR1 substrate turnover, NADPH consumption readout; O89049; Potency, µM (doses to about 114 µM), without a hit: top-dose activity change, negative = substrate turnover; further: potency means the concentration at half of the fitted maximal effect; on the % scale 0 is the no-effect control and ±100 the full control effect; nearly all actives have a fitted effect of over 50% in size
#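 Rat TrxR1, dispensed at 90 nM, was prereduced with 400 uM NADPH (final) for 5 min at ~22 deg C, then incubated with compound 15 min before 400 uM selenite. A first-read NADPH fluorescence drop versus no-compound background flagged substrates.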
# rTrxR1 inhibitor = inhibitors of rat thioredoxin reductase 1; recombinant rTrxR1, NADPH fluorescence consumption, selenite substrate; Potency, µM (top dose mostly 114 µM), inactives show at the top dose activity change, negative = inhibition, usual class: inhibitors; actives 1% (n = 390,000); further: potency means the concentration at half of the fitted maximal effect; on the % scale 0 is the no-effect control and ±100 the full control effect; nearly all actives have a fitted effect of over 65% in size
#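 Rat TrxR1 (90 nM in the dispensed reagent) was pre-reduced with 400 uM NADPH for 5 min at room temperature, then incubated with compound for 15 min. After 400 uM selenite was added, NADPH fluorescence (Ex 340/Em 450 nm) was followed for 8 min.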
# PI4K2A inh = PI4K2A (human) kinase inhibition. activity change, negative = inhibition, % at 76.9 µM. Q9BTU6. actives 0.13% (n = 420,000). purified PI4K2A, ADP-Glo luminescence, 1 h; hits give low values. AID 1346378; in the data active means activity change below about -50%; inconclusive means mostly about -30% to -49%;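 further: -100% = wells without enzyme as full effect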
#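 Compounds are screened against recombinant PI4K2A using PI as substrate and ATP, the latter dispensed at 300 microM. Reactions run one hour at ambient temperature before ADP-Glo detection; full inhibition defined by wells lacking enzyme.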
# Pin1 inh = inhibitors of human Pin1; Pin1 FP peptide displacement, HiFluor488, 10 min; Q13526; AID 504891; actives 0.009% (n = 390,000); Potency, µM (series often up to 115 µM), for the others: at the top dose activity, negative = inhibition, hits mostly inhibitors; active means well fitted inhibition curve with a large enough effect in the polarisation, with a control signal flat, not every such curve was filed as active; inconclusive means small, poorly fitted or top-dose-only effect, or effect the other way, or a change in a side signal; inactive means no such curve, though single readings can be large or run the other way; the % refers to the polarisation; further: potency means the concentration at half of the fitted maximal effect; on the % scale 0 is the no-effect control and ±100 the full control effect
# Target sequence (Q13526 whole entry, looked up): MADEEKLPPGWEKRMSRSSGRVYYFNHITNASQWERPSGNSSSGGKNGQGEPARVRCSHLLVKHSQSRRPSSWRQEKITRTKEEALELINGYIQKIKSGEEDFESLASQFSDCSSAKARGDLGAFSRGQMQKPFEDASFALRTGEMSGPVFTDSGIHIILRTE
# PGK inhibitor = T. brucei PGK inhibition; Potency, µM (doses to about 57.5 µM), for the others: at the top dose activity change, negative = inhibition, most hits filed as inhibitors; AID 602233; PGK/GAPDH coupled, Kinase-Glo luminescence, 60 min; P07378; actives 0.043% (n = 380,000); further: potency means the concentration at half of the fitted maximal effect; on the % scale 0 is the no-effect control and ±100 the full control effect; nearly all actives have a fitted effect of over 60% in size
#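 Recombinant glycosomal PGK reaction used 1,3-bisphosphoglycerate generated in-well by GAPDH (100nM final) in 100mM TEA pH 7.6, 5mM MgCl2, 0.01% Tween-20. After 60 minutes at room temperature, ATP was read by Kinase-Glo Plus luminescence end-point.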
# mIDH1 inhibitor = inhibitors of human mutant IDH1 R132H; O75874; IDH1-R132H enzyme, NADPH consumption, diaphorase/resazurin fluorescence; Potency, µM (titrated, usually from 76.6 µM), without a hit: at the highest dose activity change, negative = inhibition, usual class: inhibitors; actives 0.093% (n = 390,000); further: potency means the concentration at half of the fitted maximal effect; on the % scale 0 is the no-effect control and ±100 the full control effect; nearly all actives have a fitted effect of over 65% in size
# Target sequence (O75874 whole entry R132H, stated change not applied): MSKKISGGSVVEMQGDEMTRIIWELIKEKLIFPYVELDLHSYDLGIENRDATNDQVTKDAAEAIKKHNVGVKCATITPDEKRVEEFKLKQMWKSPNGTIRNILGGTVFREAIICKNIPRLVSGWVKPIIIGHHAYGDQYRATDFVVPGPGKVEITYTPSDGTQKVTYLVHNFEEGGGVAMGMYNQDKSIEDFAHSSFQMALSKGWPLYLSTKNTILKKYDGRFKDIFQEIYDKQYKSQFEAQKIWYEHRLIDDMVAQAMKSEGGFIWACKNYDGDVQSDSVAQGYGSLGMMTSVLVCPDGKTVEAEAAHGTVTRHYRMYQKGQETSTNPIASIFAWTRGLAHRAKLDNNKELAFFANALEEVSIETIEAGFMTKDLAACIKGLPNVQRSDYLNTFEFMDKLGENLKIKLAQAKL
#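 IDH1-R132H (0.5 ug/mL dispensed) in pH 7.5 Tris buffer was preincubated 30 min with compound, then given a substrate mix of 0.016 mM NADPH and 2 mM alpha-KG for 80 min at room temperature; remaining NADPH was read by diaphorase/resazurin fluorescence.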
# GLS inh = glutaminase GLS (human) inhibition; O94925; GLS enzymatic activity, qHTS titration; Potency, µM (highest dose often 45.5 µM), inactives show at the top dose activity change, negative = inhibition, actives largely listed as inhibitors; actives 0.21% (n = 410,000); further: potency means the concentration at half of the fitted maximal effect; on the % scale 0 is the no-effect control and ±100 the full control effect
#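 Two-point fluorescence kinetic (t0, 30 min RT) for hKGA; glutamate detected via glutamate oxidase–HRP–Amplex Red. Substrate: 1 mM L-glutamine solution; buffer 45 mM KH2PO4, pH 8.2.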
# USP1 inh = inhibitors of human USP1/UAF1 deubiquitinase; O94782; recombinant USP1/UAF1, Ub-Rhodamine cleavage fluorescence; Potency, µM (titrated, usually from 57.1 µM), inactives show at the highest dose activity change, negative = inhibition, most hits filed as inhibitors; actives 0.23% (n = 390,000); AID 743255; further: potency means the concentration at half of the fitted maximal effect; on the % scale 0 is the no-effect control and ±100 the full control effect; nearly all actives have a fitted effect of over 60% in size; inactives centre near -12
#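 High-throughput fluorogenic screen: 1nM USP1/UAF1 complex, Ub-Rho substrate 150nM final, 50mM HEPES pH 7.8 with 0.5mM EDTA, 0.1 mg/ml BSA, 1mM TCEP and 0.01% Tween-20.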
# HP1b binding inh = inhibitors of HP1-beta chromodomain binding to methylated histone tails | AlphaScreen HP1-beta / biotin-H3K9me3 peptide binding | Potency, µM (series often up to 114 µM), inactives show at the highest dose activity change, negative = inhibition, most hits filed as inhibitors | actives 0.56% (n = 390,000) | AID 540317; further: potency means the concentration at half of the fitted maximal effect; nearly all actives have a fitted effect of over 70% in size; inactives centre near 23
# Target sequence (P83916 whole entry, looked up): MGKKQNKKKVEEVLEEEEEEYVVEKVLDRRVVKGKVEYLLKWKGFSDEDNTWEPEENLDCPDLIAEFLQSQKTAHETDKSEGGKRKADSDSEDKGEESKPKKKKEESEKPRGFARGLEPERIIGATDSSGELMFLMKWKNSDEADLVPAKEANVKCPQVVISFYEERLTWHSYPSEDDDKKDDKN
#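 HP1-beta protein (50 nM final) preincubated 30 min at room temperature with biotinylated H3(1-18)K9me3 peptide (50 nM) in PBS pH 7.4, 0.01% Tween-20, then compound added for 30 min. AlphaScreen streptavidin donor/nickel chelate acceptor beads (10 ug/mL final), 30 min dark, luminescence read.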
# * = called active by the depositor; i = inactive; ? = inconclusive; . = no result given; & = joins results of further samples; [ ] = dose if it differs, or a comment. Unless noted, the call rests on the fitted dose curve; in most records, active means well fitted curve in the direction sought with a large enough effect; inconclusive means small, poorly fitted or top-dose-only effect, or another doubt; inactive means no such curve, though single readings can be large; an effect the other way counts as inactive or inconclusive. Not all compounds are listed. The share of hits here may be higher or lower than overall.
# Start of the data: the first 5 compounds, to show the layout:
1. CC(C)(C)n1nnnc1CN(Cc1cccnc1)Cc1ccccc1Cl
2. CCOC(=O)c1ccc2c(c1)nc(SCC(=O)c1cc3ccccc3o1)n2CC
3. N#Cc1cc(C(=O)c2cc(Br)ccc2O)cn(C2CCCCC2)c1=O
4. CCOc1ccc(N2C(N)=NC(N)=NC2(C)C)cc1
5. O=S(=O)(c1ccc(Br)cc1)N1CCN=C1SCc1cccnc1
compound no. | 1 | 2 | 3 | 4 | 5
TrxR1 substrate | -6% | 5% | -5% | 11%[57.1 µM] | 1%
rTrxR1 inhibitor | 6% | -3% | -26% | 16%[57.1 µM] | 7%
PI4K2A inh | -9 | 0 | 6 | -5 | -2
Pin1 inh | 1% | ? | 61%[activator] | -4% | 1%
PGK inhibitor | 0% | -1% | -3% | -6% | 10%
mIDH1 inhibitor | 18% | 3% | 1% | 4% | 4%
GLS inh | -5% | 2% | 1% | 10% | -3%
USP1 inh | 5% | ? | -11% | -13% | -17%
HP1b binding inh | -14% | 32% | 25% | ? | 34%

# This part in full, repeating the preview:
1. CC(C)(C)n1nnnc1CN(Cc1cccnc1)Cc1ccccc1Cl
2. CCOC(=O)c1ccc2c(c1)nc(SCC(=O)c1cc3ccccc3o1)n2CC
3. N#Cc1cc(C(=O)c2cc(Br)ccc2O)cn(C2CCCCC2)c1=O
4. CCOc1ccc(N2C(N)=NC(N)=NC2(C)C)cc1
5. O=S(=O)(c1ccc(Br)cc1)N1CCN=C1SCc1cccnc1
6. NCCN1CCN(CC(=O)N2c3ccccc3C(=O)Nc3cccnc32)CC1
7. COc1ccccc1N1CCN(C(=O)c2cc(S(=O)(=O)N3CCOCC3)ccc2C)CC1
8. COc1ccc(NC2CCCN(C(=O)CN3C(=O)c4ccccc4C3=O)C2)cc1OC (stereo unspecified)
compound no. | 1 | 2 | 3 | 4 | 5 | 6 | 7 | 8
TrxR1 substrate | -6% | 5% | -5% | 11%[57.1 µM] | 1% | 10%[57.1 µM] | 0% | 3%
rTrxR1 inhibitor | 6% | -3% | -26% | 16%[57.1 µM] | 7% | -1%[57.1 µM] | -16% | 9%
PI4K2A inh | -9 | 0 | 6 | -5 | -2 | 0 | 1 | 3
Pin1 inh | 1% | ? | 61%[activator] | -4% | 1% | -2% | -3% | -9%
PGK inhibitor | 0% | -1% | -3% | -6% | 10% | -9% | 0% | -4%
mIDH1 inhibitor | 18% | 3% | 1% | 4% | 4% | . | 13% | 8%
GLS inh | -5% | 2% | 1% | 10% | -3% | 12% | 3% | 15%
USP1 inh | 5% | ? | -11% | -13% | -17% | . | -13% | -12%
HP1b binding inh | -14% | 32% | 25% | ? | 34% | 31% | 10% | 21%

9. O=S(=O)(c1ccc(F)cc1)N1CCC2(CC1)OCCO2
10. O=C(CC1SC2=NCCN2C1=O)Nc1ccccc1 (stereo unspecified)
11. CC(C)c1ccc(N(C(=O)c2ccco2)C(C(=O)NC2CCCC2)c2ccncc2)cc1 (stereo unspecified)
12. O=C(O)CC(=O)NC12CC3CC(CC(C3)C1)C2
13. Cc1cc2oc(=O)cc(-c3ccccc3)c2c(C)c1-c1ccc(F)c(Cl)c1
14. O=C(CNC1CCCC1)Nc1ccc(S(=O)(=O)N2CCCCC2)cc1
15. Cc1ccc(-n2nc(C)c3c(C(F)(F)F)cc(-c4cccnc4)nc32)cc1C
16. O=C(CN1CCCCC1)Nc1ccc(S(=O)(=O)NC2CCCCC2)cc1
compound no. | 9 | 10 | 11 | 12 | 13 | 14 | 15 | 16
TrxR1 substrate | 3% | -6% | 4%[57.1 µM] | -1% | 6% | 11%[0.0914 µM] | 14% | 7%[57.1 µM]
rTrxR1 inhibitor | 21% | -2% | -9%[57.1 µM] | 2% | 29% | 0%[57.1 µM] | 14% | 17%[57.1 µM]
PI4K2A inh | -1 | 3 | 4 | -19&2 | -1 | -18 | -3 | -3
Pin1 inh | -5% | -1% | 0% | ? | 9% | 6% | -1% | -2%
PGK inhibitor | -8% | -8% | 2% | -5%&-7% | -6% | 9% | -15% | -2%
mIDH1 inhibitor | -8% | 0% | -16% | 3%&-1% | 11% | 19% | 3% | 3%
GLS inh | 0% | 0% | 1% | 10%&1% | -3% | 0% | 0% | 3%
USP1 inh | -15% | -19% | -1% | -16%&6% | -30% | -6% | 3% | 0%
HP1b binding inh | -14% | 5% | 17% | 29%&10% | 78%[activator] | 12% | 38% | 5%

# Arranged by molar mass (highest first): some entries from above.
15. Cc1ccc(-n2nc(C)c3c(C(F)(F)F)cc(-c4cccnc4)nc32)cc1C
13. Cc1cc2oc(=O)cc(-c3ccccc3)c2c(C)c1-c1ccc(F)c(Cl)c1
14. O=C(CNC1CCCC1)Nc1ccc(S(=O)(=O)N2CCCCC2)cc1
compound no. | 15 | 13 | 14
TrxR1 substrate | 14% | 6% | 11%[0.0914 µM]
rTrxR1 inhibitor | 14% | 29% | 0%[57.1 µM]
PI4K2A inh | -3 | -1 | -18
Pin1 inh | -1% | 9% | 6%
PGK inhibitor | -15% | -6% | 9%
mIDH1 inhibitor | 3% | 11% | 19%
GLS inh | 0% | -3% | 0%
USP1 inh | 3% | -30% | -6%
HP1b binding inh | 38% | 78%[activator] | 12%

# (cont.)
17. Cc1ccc(NC(=O)Nc2ccccc2CC[N+](=O)[O-])cc1
18. CC(=O)NC(c1ccco1)c1cc(F)c2cccnc2c1O (stereo unspecified)
19. CN(C)c1ccc(Nc2nc(-c3cccnc3)cs2)cc1
20. O=C(NC1CC1)C1CCN(S(=O)(=O)c2ccc(Cl)c([N+](=O)[O-])c2)CC1
compound no. | 17 | 18 | 19 | 20
TrxR1 substrate | -3% | -8% | -27%[57.1 µM] | 3%
rTrxR1 inhibitor | -2%[57.1 µM] | -34% | 0%[57.1 µM] | -18%
PI4K2A inh | 3 | -5 | -12 | -3
Pin1 inh | 10% | ? | 15% | -4%
PGK inhibitor | 10% | 8% | i | -7%
mIDH1 inhibitor | -6% | . | 0% | 14%
GLS inh | -3% | -6% | 34% | 0%
USP1 inh | -14% | . | -6% | -23%
HP1b binding inh | 16% | 23% | -6% | 14%

# From PubChem BioAssay
